L929 necroptosis = blocks zVAD induced death of L929 cells | L929 zVAD necroptosis rescue, ATP luminescence, 24 h; with zVAD 60 µM | viability rescue, % at 10 µM | 220,000 tested, 0.38% active;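 active means activation, scaled between plate controls, above about 75%, limit read from the data; inactive means activation under that limit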;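 further: 0% = zVAD with DMSO and 100% = DMSO alone without zVAD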
Runt-SMMHC FRET = inhibitors of human RUNX1 Runt domain binding to CBFb-SMMHC; 220,000 tested, 0.74% active; inhibition, % at 20 µM; AID 1434; Cerulean-Runt/Venus-CBFb-SMMHC FRET ratio 530/480, 1 h;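 active means mean inhibition across duplicate retests at 20 µM reaching about 50%, limit read from the data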;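 further: 0% = DMSO wells and 100% = wells with excess untagged CBFb-SMMHC; inhibitors lower the FRET ratio by blocking Runt binding to CBFb-SMMHC; some results filed as inactive read as strong as hits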
TNF necrop inh = blocks TNF-alpha induced death of Jurkat FADD-/- cells | 220,000 tested, 0.068% active | Jurkat FADD-/- TNF necroptosis rescue, ATP luminescence, 24 h; 0 = TNF only, 100 = no-TNF cells | AID 463075 | activation (protection from cell death), % at 10 µM;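 active means activation, meaning protection from cell death, of at least 50% relative to plate controls; inactive means activation below 50%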;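 further: necroptosis triggered by 40 ng/mL TNF-alpha added together with compound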
Hck Nef HTS = inhibitors of human Hck kinase activated by Nef; P08631; Recombinant Hck-YEEI plus Nef, Z-Lyte FRET kinase assay; inhibition, % at 20 µM; 220,000 tested, 0.68% active;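 active means Hck-Nef kinase inhibition above about 50%, limit read from the data; inactive means inhibition below that limit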;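 further: 0% = DMSO with Hck plus Nef and 100% = Hck alone without Nef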
EP2 mod = modulators of human EP2 prostaglandin E2 receptor. P43116. EP2-expressing cells, cAMP HTRF FRET, PGE2 co-stimulation. induction, % at 25 µM. 260,000 tested, 0.83% active;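 active means compounds whose cAMP rise, as percent of the full-agonist control response, exceeds 60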;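 further: rat C6 glioma line stably carrying human EP2 under a CMV promoter; the protocol text gives 20 µM as final concentration; 100% = response of wells given 1 µM PGE2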
RBBP9 inh = blocks human serine hydrolase RBBP9; O75884; recombinant RBBP9, FP-Rh probe fluorescence polarization; inhibition, % at 7.94 µM; 220,000 tested, 0.2% active;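 active means inhibition above the campaign mean of all tested compounds plus 3 SD, cut at about 14% in these data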;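 further: plate controls were DMSO wells with RBBP9 for no effect and wells lacking RBBP9 protein for full effect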
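Test system: recombinant human RBBP9; Timing: 30 min then 45 min, 25 °C; Detection: fluorescence polarization; Control set: RBBP9 with DMSO as uninhibited control, no-protein wells as full inhibition; Compound dosing: one concentration, 7.94 µM nominal, 0.794% DMSO; Probe or stimulus: FP-Rh activity-based probe, 375 nM before mixing.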
PERK inh = blocks human PERK kinase. Q9NZJ5. CHO PERK-DD fusion, SEAP luminescence translation reporter. inhibition, % at 5.6 µM. 220,000 tested, 0.17% active;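 active means inhibition above the mean inhibition of all tested compounds plus 3 SD, set separately per screening campaign, cut at about 2.9% in these data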;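 further: PERK kinase domain activated by AP20187 dimerizer at 100 nM; 0% = DMSO with dimerizer and 100% = rapamycin at 8.4 µM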
Target sequence (Q9NZJ5 whole entry, looked up, the tested form may be a part): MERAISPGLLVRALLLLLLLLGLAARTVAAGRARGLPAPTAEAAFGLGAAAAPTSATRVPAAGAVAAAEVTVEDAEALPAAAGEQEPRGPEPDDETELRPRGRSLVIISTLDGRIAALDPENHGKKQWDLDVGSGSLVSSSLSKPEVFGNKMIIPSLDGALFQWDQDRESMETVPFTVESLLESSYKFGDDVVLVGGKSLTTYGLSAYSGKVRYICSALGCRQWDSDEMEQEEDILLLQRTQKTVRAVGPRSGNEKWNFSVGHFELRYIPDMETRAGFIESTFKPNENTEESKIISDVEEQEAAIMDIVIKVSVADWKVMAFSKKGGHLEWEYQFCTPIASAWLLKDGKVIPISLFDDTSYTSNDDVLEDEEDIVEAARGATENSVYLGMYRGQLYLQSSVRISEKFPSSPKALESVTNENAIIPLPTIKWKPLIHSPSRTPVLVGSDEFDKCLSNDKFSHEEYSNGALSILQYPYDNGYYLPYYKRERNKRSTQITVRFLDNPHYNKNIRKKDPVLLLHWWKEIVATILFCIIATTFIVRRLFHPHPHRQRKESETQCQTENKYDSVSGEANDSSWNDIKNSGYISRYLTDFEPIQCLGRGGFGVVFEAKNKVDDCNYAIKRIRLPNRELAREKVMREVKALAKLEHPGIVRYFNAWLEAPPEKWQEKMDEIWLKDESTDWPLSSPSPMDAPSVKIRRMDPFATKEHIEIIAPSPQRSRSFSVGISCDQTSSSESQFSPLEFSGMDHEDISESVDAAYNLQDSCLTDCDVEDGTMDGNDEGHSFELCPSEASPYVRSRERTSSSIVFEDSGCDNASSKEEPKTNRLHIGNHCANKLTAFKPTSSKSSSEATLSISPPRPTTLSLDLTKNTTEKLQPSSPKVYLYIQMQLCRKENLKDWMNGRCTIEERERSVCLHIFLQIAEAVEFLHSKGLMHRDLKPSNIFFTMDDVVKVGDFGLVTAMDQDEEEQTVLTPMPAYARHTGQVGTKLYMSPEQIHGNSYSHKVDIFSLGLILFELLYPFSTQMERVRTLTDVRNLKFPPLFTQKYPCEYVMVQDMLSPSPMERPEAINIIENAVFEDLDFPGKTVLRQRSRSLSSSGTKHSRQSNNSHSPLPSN
Runt-CBFb FRET = blocks binding of human RUNX1 Runt domain to CBFb; Q01196+Q13951; Cerulean-Runt/Venus-CBFb FRET ratio 530/480, 1 h; inhibition, % at 20 µM; 220,000 tested, 0.46% active;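 active means inhibition over about 50% at 20 µM in the single-dose screen, limit read from the data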;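 further: 0% = DMSO wells and 100% = excess unlabeled CBFb competitor control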
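Assay system: Cerulean-Runt domain / Medium: Tris 50 mM pH 7.5, KCl, K2SO4, 0.01% BSA / Timing: protein complex preformed 1 h, compound exposure 1 h, room temperature, dark / Measured by: FRET, excitation 422 nm, emission at 530 and 480 nm / Evaluation: loss of energy transfer signal / Control set: 5 µM unlabeled CBFb as full-inhibition high control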
EP2 antag = blocks the human prostaglandin E2 receptor EP2; P43116; inhibition, % at 25 µM; C6 glioma cells expressing human EP2, cAMP TR-FRET; cells stimulated with saturating PGE2; 260,000 tested, 0.52% active;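 active means percent inhibition above 40 after rounding to a whole number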;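 further: rat C6 glioma host cells with rolipram phosphodiesterase inhibitor present; the protocol text gives 20 µM as final concentration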
Starred values were filed as active, the others as inactive; · = not tested or not shown; & = joins results of further samples. The list is partial; the hit share may differ from the screen's.

No.	SMILES	L929 necroptosis	Runt-SMMHC FRET	TNF necrop inh	Hck Nef HTS	EP2 mod	RBBP9 inh	PERK inh	Runt-CBFb FRET	EP2 antag
1	Cn1c(O)c(/C=C2/C=CC=N2)c(=O)[nH]c1=O	-0.4	18	-0.1	10	-11	-8	0.2	4	13
2	CC(C)CC1C(C#N)=C(N)Oc2c1c(=O)oc1ccccc21 (stereo not drawn)	0.7	-1	0.7	0	5	-4	1.3	3	12
3	CCCC(=O)OCC[N+](C)(C)C	4.5	3	2.7	-6	36	-9	-0.8	-2	15
4	CC1=CC(=C2C(=O)NC(=O)NC2=O)C=C(C(F)(F)F)N1Cc1ccccc1	0.4	-7	-2.9	-42	-2	-12	-0.6	2	7
5	NC(=O)c1ccc(N=Nc2c(O)[nH]c(=O)[nH]c2=O)cc1	1.2	-91	1.4	1	-2	-4	1.1	-7	8
6	Cn1cccc1CNCCc1ccccc1	0.1	3	0.1	0	-22&3	-5	0.3	-2	11&11
7	CCOC(=O)C1(c2ccccc2)CCN(Cc2cccc(C(=O)O)c2)CC1	-0.1	8	-2.1	0	18	-11	0.8	0	25
8	OC(c1ccccc1)(c1ccccc1)C1CN2CCC1CC2 (stereo not drawn)	-1.4	0	2.7	17	-1	-5	0.0	0	13
9	CCN(CC)CCCOC(=O)C(OC)(c1ccccc1)c1ccccc1	-0.3	1	0.6	4	5	-3	-1.1	0	10
10	Cc1nn(Cc2ccccc2)c(C)c1C(=O)O	1.7	1	-0.8	24	23	-4	0.2	0	9
11	CS(=O)(=O)N1CCN(C(=N)N[N+](=O)[O-])CC1	0.7	-3	1.8	11	17	-7	1.1	-1	4
12	COc1ccc(CCNCc2ccncc2)cc1OC	-0.3	-7	0.5	8	18	-13	0.0	2	7
13	CC(=O)N1CCN(c2ccc(N=Cc3c(O)n(-c4ccc(Cl)cc4)c(=O)[nH]c3=O)cc2)CC1	-0.2	-22	-5.4	0	17	-8	1.0	-8	7
14	C#CCN1CCN(c2cccc(C(F)(F)F)c2)CC1	0.1	-4	-0.3	18	-19	-1	2.1	0	7
15	c1cc2n(c1)-c1c(ccc3c1OCO3)CNC2c1ccc2c(c1)OCO2 (stereo not drawn)	0.9	2	3.9	1	39	-6	-1.7	1	10

Remaining list, next part:
No.	SMILES	L929 necroptosis	Runt-SMMHC FRET	TNF necrop inh	Hck Nef HTS	EP2 mod	RBBP9 inh	PERK inh	Runt-CBFb FRET	EP2 antag
16	O=c1[nH]c(=S)n(-c2ccc(Br)cc2)c(O)c1C=Nc1ccc(N2CCOCC2)cc1	1.1	-301	-2.5	-4	-8	-5	0.9	-97	12
17	Cc1ccc(/C=C2\C(=O)NC(=S)N(c3ccc(F)cc3)C2=O)s1	-1.3	33	32	99*	-64	5	1.3	·	23
18	Cc1cc(/C=C2\C(=O)NC(=O)N(Cc3ccccc3)C2=O)c(C)n1C1CC1	7.8	-195	1.4	14	-27	-2	0.3	-6	3
19	CCN(CC)C(=O)c1ccc(NC(=O)c2cccc(C(F)(F)F)c2)cc1	24	-2	2.7	16	-14	4	-0.8	-6	6
20	O=C1NC(=S)N(Cc2ccco2)C(=O)/C1=C\c1cccs1	-0.6	25	-1.1	97*	-9	-2	0.9	42	6
21	O=c1cc(C2CCNCC2)[nH][nH]1	0.5	1	-0.9	-1	21	-10	0.6	0	16
22	O=C(c1ccccc1)c1cn(CC(=O)N2CCCc3ccccc32)c2ccccc12	-0.4	-1	-0.3	1	-6	-12	-0.6	4	5
23	CCSC1=NN1c1cc(C)nc(N)n1	2.2	-1	1.1	10	44	-4	0.1	2	7
24	CCOC(=O)CC1=C(C(=O)OCC)C2(C(=O)Nc3ccccc32)C(C#N)=C(N)O1 (stereo not drawn)	0.1	0	-1.6	-2	15&-16	0	1.6	0	8&8
25	CCN1CCN(Cc2cc(OC)c(OC)cc2[N+](=O)[O-])CC1	-0.2	0	-2.0	-2	22	-8	0.2	-1	4
26	O=P(c1ccccc1)(c1ccccc1)N1CCCCC1	0.7	1	1.0	2	16	-8	0.5	-1	18
27	Cc1cccc(C(=O)Nc2ccc(Cl)cc2C(=O)c2ccccc2)c1	-0.1	0	-3.4	0	40	-4	0.2	-1	3
28	COC(=O)C(O)(c1cn(C)c2ccccc12)C(F)(F)F (stereo not drawn)	0.8	1	-1.0	1	19	-1	2.0	1	10
29	CCOC(=O)N(CC)c1ccc(C(O)(C(=O)OCC)C(F)(F)F)cc1 (stereo not drawn)	0.7	1	-0.8	3	7	0	-0.1	-2	7
30	CCOc1ccccc1N1C(=O)NC(=O)C(CCc2ccncc2)(CCc2ccncc2)C1=O	0.0	-5	0.0	10	26	0	0.7	-2	23

Reformatted in transposed form: two of the compounds above.
24. CCOC(=O)CC1=C(C(=O)OCC)C2(C(=O)Nc3ccccc32)C(C#N)=C(N)O1 (stereo not drawn)
30. CCOc1ccccc1N1C(=O)NC(=O)C(CCc2ccncc2)(CCc2ccncc2)C1=O
entry no.	24	30
L929 necroptosis	0.1	0.0
Runt-SMMHC FRET	0	-5
TNF necrop inh	-1.6	0.0
Hck Nef HTS	-2	10
EP2 mod	15&-16	26
RBBP9 inh	0	0
PERK inh	1.6	0.7
Runt-CBFb FRET	0	-2
EP2 antag	8&8	23

Quoted from the listing:
`COC(=O)C(O)(c1cn(C)c2ccccc12)C(F)(F)F` (stereo not drawn) @ TNF necrop inh: -1.0
`O=c1[nH]c(=S)n(-c2ccc(Br)cc2)c(O)c1C=Nc1ccc(N2CCOCC2)cc1` @ TNF necrop inh: -2.5
`CCOC(=O)N(CC)c1ccc(C(O)(C(=O)OCC)C(F)(F)F)cc1` (stereo not drawn) @ RBBP9 inh: 0

More entries
No.	SMILES	L929 necroptosis	Runt-SMMHC FRET	TNF necrop inh	Hck Nef HTS	EP2 mod	RBBP9 inh	PERK inh	Runt-CBFb FRET	EP2 antag
31	Cc1cc(C)cc(-n2c(C)cc(/C=C3\C(=O)NC(=O)N(C)C3=O)c2C)c1	-0.2	-70	-0.7	7	21	-3	0.4	-9	12
32	CCOC(=O)c1nsnc1NCCCl	7.4	-4	-0.2	22	-15&36	-4	1.1	-2	10&9
33	CN(C)C(=O)CSc1nnc([C@@H](N)Cc2ccccc2)o1	-0.2	-5	0.0	0	1	3	-0.2	1	5
34	CC(C)CCCn1c(O)c(/C=C2/C=CC=N2)c(=O)[nH]c1=O	0.9	5	-1.6	4	0	-6	0.7	-7	4
35	O=C(c1ccc(-c2ccccc2)cc1)C1CCCN(Cc2ccn[nH]2)C1 (stereo not drawn)	0.1	0	3.1	21	-86	-5	-0.5	-64	4
36	O=C1NC(=O)C(CCc2ccncc2)(CCc2ccncc2)C(=O)N1C1CCCCC1	-0.9	-1	1.3	16	40	1	0.5	-1	9
37	O=c1[nH]c(=O)n(CCc2ccccc2)c(O)c1C=NC1CC1	0.9	2	0.4	41	2	4	0.6	1	7
38	COc1cc(/C=N/NC(=O)CN2CC(c3ccccc3)CC2=O)ccc1OC(=O)N(C)C (stereo not drawn)	-0.2	5	-3.4	2	17	-6	1.0	0	4
39	O=C(Nc1cccc(Br)c1)c1c(O)c2c(n(Cc3ccccc3)c1=O)CCCC2	0.0	5	2.5	27	8	-1	1.1	0	3
40	O=c1[nH]c(O)c(/C=C2/C=CC(c3cc(Cl)ccc3Cl)=N2)c(=O)[nH]1	1.4	80*	-15	29	-134&-16	-7	0.9	115*	28&17
41	COCCOC(=O)c1c(N)n(Cc2ccccc2)c2nc3ccccc3nc12	0.7	108*	-1.1	34	-12	-11	-1.2	51*	13
42	CN(C)P1(N(C)C)=Nc2c(c(N)nn2C)C(c2ccccc2)=N1	1.4	3	0.4	0	6	-5	0.0	-2	·
43	CCOP(=O)(OCC)C(O)c1ccccc1 (stereo not drawn)	-0.1	2	2.6	11	2	5	0.7	1	9
44	O=C(Nc1ccc2ccccc2c1)c1nn(C23CC4CC(CC(C4)C2)C3)cc1Br	0.1	4	0.9	-1	-3	-1	-0.4	37	3
45	CNc1ccc2oc(C[C@H]3O[C@@]4(CC[C@H]3C)O[C@H]([C@H](C)C(=O)c3ccc[nH]3)[C@H](C)C[C@H]4C)nc2c1C(=O)O	51	10	-28	39	57&-32	·	·	7	71*

(next part)
No.	SMILES	L929 necroptosis	Runt-SMMHC FRET	TNF necrop inh	Hck Nef HTS	EP2 mod	RBBP9 inh	PERK inh	Runt-CBFb FRET	EP2 antag
46	Clc1ccc(Cn2ccnc2)cn1	-0.1	2	0.2	-2	-10	6	1.0	0	5
47	CCOC(=O)C(O)(c1ccc(NC(=S)NC(=O)c2ccc(Cl)cc2Cl)c(C)c1)C(F)(F)F (stereo not drawn)	-0.1	6	2.1	0	2	-18	-1.2	1	2
48	O=C(O)c1ccc(Cl)nc1	0.9	0	0.8	0	5	-4	0.2	2	2
49	CCCN(CC#CCOc1ccc(OC)cc1)CCC	-0.1	0	0.6	1	27	-1	0.6	·	15
50	Oc1c(Br)cc(Br)cc1CN1CCN(Cc2ccccc2)CC1	0.1	0	3.1	-11	16	7	-0.3	1	10
51	CN(C)c1ccc(/C=C/C=C/c2sc3ccccc3[n+]2C)cc1	-0.5	1	-19	14	-77	-45	0.7	0	46*
52	CN1C(=O)C(=Cc2sc(=O)n(-c3ccccc3)c2N(C)C)C(=O)N(C)C1=O	-0.5	-38	-23	15	-10	-16	0.1	-1	7
53	N#CC1=C(N)Oc2c(c(=O)oc3ccccc23)C1c1ccncc1 (stereo not drawn)	0.7	-1	-2.6	0	-4	-6	-0.1	-2	14
54	Cc1ccsc1C(=O)C1CCCN(Cc2cc3ccccc3o2)C1 (stereo not drawn)	1.6	-5	3.0	0	-30	5	0.4	1	2
55	c1ccc(C2CC3CC(c4ccco4)N2O3)cc1 (stereo not drawn)	0.0	2	-2.3	0	4	-2	0.7	1	11
56	Cn1c(O)c(/C=N/c2ccccn2)c(=O)n(C)c1=O	-0.1	3	0.0	-4	-1&-11	0	0.5	1	8&10
57	CN1C2c3ccccc3C3C4c5ccccc5C(C31)C(C2[N+](=O)[O-])N4C (stereo not drawn)	-0.7	3	-0.9	5	11	0	1.6	-1	12
58	O=C1NC(=O)C(=Cc2cn(CCOc3ccc4c(c3)OCO4)c3ccccc23)C(=O)N1	-0.7	-306	-14	11	-21	-1	0.1	-147	10
59	CCC[N+]12CCC(CC1)C(C(O)(c1ccccc1)c1ccccc1)C2 (stereo not drawn)	0.2	3	1.1	12	26	-4	-0.3	0	11

Fetched by compound from the list above (2):
No.	SMILES	L929 necroptosis	Runt-SMMHC FRET	TNF necrop inh	Hck Nef HTS	EP2 mod	RBBP9 inh	PERK inh	Runt-CBFb FRET	EP2 antag
33	CN(C)C(=O)CSc1nnc([C@@H](N)Cc2ccccc2)o1	-0.2	-5	0.0	0	1	3	-0.2	1	5
43	CCOP(=O)(OCC)C(O)c1ccccc1 (stereo not drawn)	-0.1	2	2.6	11	2	5	0.7	1	9
